Assay outcomes: PubChem BioAssay, several laboratories
Siah-1 displacement – Siah-1 peptide-binding antagonists, primary screen, biochemical, fluorescence polarization, rhodamine-plectin, uHTS (AID 1817); Siah-1 / rhodamine-plectin peptide fluorescence polarization; higher % means a stronger effect; displacement, % at 20 µM; hits with a dose series show IC50 in µM; hit rate 0.02% among 290,000;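 active = displacement of at least 50% at 20 µM, with a fluorescence ratio check between 0.3 and a set limit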;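 note: plate controls were Siah plus tracer with DMSO for no effect and tracer alone without Siah for full effect; strong numbers were not always called active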
GPR35 arrestin U2OS – GPR35 antagonists blocking zaprinast-driven arrestin recruitment, primary screen, imaging, U2OS, beta-arrestin-GFP, zaprinast agonist (AID 2058); U2OS GPR35 beta-arrestin-GFP translocation imaging, zaprinast antagonism; higher % means a stronger effect; one-dose inhibition, % at 10 µM; IC50 in µM for titrated hits; hit rate 0.052% among 290,000;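 active = inhibition of at least 50% with at least 30 cells and total cytoplasm GFP at most 10,000,000; inconclusive = under 30 cells or total GFP of 10,000,000 plus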
GPR55 antagonists – inhibition of LPI-stimulated GPR55 beta-arrestin translocation – imaging, U2OS, beta-arrestin-GFP, LPI agonist, primary screen (AID 2013) | hit rate 0.13% among 290,000 | inhibition, % at 10 µM, or IC50 in µM where a hit was titrated | U2OS GPR55 beta-arrestin-GFP translocation imaging, LPI antagonism; higher % means a stronger effect;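 active = spots per cell inhibited over 60%, with over 100 cells counted and total cytoplasm intensity under 500,000; inconclusive = wells with under 100 cells, flagged as likely toxic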;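 note: U2OS cells stably carrying GPR55 and arrestin-GFP stimulated by 5 µM LPI near EC80; imaged beta-arrestin-GFP aggregate spots per cell after agonist stimulation; plate controls were LPI-stimulated DMSO wells for no effect and DMSO wells without LPI for full effect; some results filed as inactive read as strong as hits; confirmed hits need IC50 under 10 µM and bright autofluorescent wells are also inconclusive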
LYP phosphatase – PTPN22 lymphoid phosphatase activity blockers – biochemical, fluorescence intensity, uHTS (AID 1779); recombinant LYP phosphatase, fluorescence intensity; higher % means a stronger effect; inhibition, % at 11.5 µM; hits with a dose series show IC50 in µM; hit rate 0.054% among 290,000; in the data active = inhibition above about 50%;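 note: plate controls were vehicle with enzyme for no effect and no enzyme for full effect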
NTR1 agonist – agonists of NTR1, primary screen, imaging, U2OS cells, beta-arrestin-GFP, high content (AID 493036); NTR1-U2OS beta-arrestin-GFP spot imaging, agonist mode; activation, % at 20 µM; hit rate 0.17% among 330,000;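 active = activation at or above 40% of the spot to cytoplasm intensity ratio, with at least 20 cells analyzed; inconclusive = wells under 20 cells, flagged as cytotoxic or low count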;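 note: 0% = DMSO without peptide and 100% = 100 nM NTR1 peptide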
Target sequence (P30989 whole entry, looked up): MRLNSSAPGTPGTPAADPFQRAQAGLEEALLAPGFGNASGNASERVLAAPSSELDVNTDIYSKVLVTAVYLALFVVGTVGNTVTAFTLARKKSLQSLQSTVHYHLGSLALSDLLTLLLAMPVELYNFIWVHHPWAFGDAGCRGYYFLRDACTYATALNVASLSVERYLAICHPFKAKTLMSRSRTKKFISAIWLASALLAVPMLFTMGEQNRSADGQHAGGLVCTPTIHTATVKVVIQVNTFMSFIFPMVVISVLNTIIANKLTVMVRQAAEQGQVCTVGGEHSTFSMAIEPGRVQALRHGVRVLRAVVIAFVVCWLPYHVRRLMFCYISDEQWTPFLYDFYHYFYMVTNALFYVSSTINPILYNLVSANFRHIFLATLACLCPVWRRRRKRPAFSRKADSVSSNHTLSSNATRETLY
Myeloid diff 2 – compounds promoting myeloid differentiation; ER-HoxA9 myeloid progenitors, lysozyme-GFP differentiation, flow cytometry; hit rate 1% among 360,000; calls only at 10 µM;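 active = normalized GFP-positive differentiation at or above the plate's own cutoff, the solvent-only control mean plus 3 SD; inconclusive = no clear call, values can overlap the other calls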;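 note: cells exposed to compound for four days before flow analysis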
Rac1 GTP hydrolysis – MgcRacGAP GTPase-activating activity inhibitors, confirmation, biochemical, ADP Hunter fluorescence. MgcRacGAP-stimulated Rac1 GTP hydrolysis, ADP Hunter fluorescence; higher % means a stronger effect; GST-tagged Rac1 F28L mutant substrate. inhibition, % at 30 µM; hits with a dose series show IC50 in µM. hit rate 0.6% among 340,000;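 active = first-screen hits whose inhibition reached a set limit at any dose in the follow-up dose series; inconclusive = inhibition above the set first-screen limit but never retested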;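 note: fluorescence reports GDP produced by GAP-driven GTP hydrolysis; strong numbers were not always called active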
HIV fusion peptide – cell-free HIV fusion peptide-binding blockers – biochemical, uHTS, fluorescence dequenching, primary screen (AID 1986); inhibition, % at 20 µM, or IC50 in µM where a hit was titrated; hit rate 0.3% among 290,000; cell-free peptide binding, fluorescence dequenching, 30 min; higher % means a stronger effect; in the data active = inhibition mostly above about 52%, no sharp cut-off; inactive = mostly below about 76%; note: some results filed as inactive read as strong as hits
Salmonella PhoP GFP – inhibitors of PhoP regulon expression, primary screen, Salmonella Typhimurium, GFP reporter (AID 1863). S. Typhimurium PhoP-regulated promoter GFP reporter, 4 h; higher % means a stronger effect. inhibition, % at 50 µM, or IC50 in µM where a hit was titrated. hit rate 0.16% among 300,000;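 active = inhibition over 29.93%, a cutoff 3 SD above the screen mean, later confirmed by dose response; inconclusive = inhibition over 29.93% but no dose response follow-up; inactive = inhibition at most 29.93% or unconfirmed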;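 note: 0% = low Mg2+ inducing control and 100% = high Mg2+ repressing control; strong numbers were not always called active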
NTR1 agonist cell count 20 µM – second read-out of NTR1 agonist, no call of its own (marks repeat the call); cell count; measured here: cell count, cytotoxicity flag
Myeloid diff 2 GFP+ MAC1+ % – also measured in Myeloid diff 2; calls as there; GFP+ MAC1+ double positive, %; measured here: differentiation confirmed by MAC1 staining
Numbers without * were called inactive; i = inactive; ? = inconclusive; . = not tested or not shown; + = active, no number.

SMILES	Siah-1 displacement	GPR35 arrestin U2OS	GPR55 antagonists	LYP phosphatase	NTR1 agonist	NTR1 agonist cell count 20 µM	Myeloid diff 2	Myeloid diff 2 GFP+ MAC1+ %	Rac1 GTP hydrolysis	HIV fusion peptide	Salmonella PhoP GFP
Cc1ccc(N2C(=O)c3ccccc3NC2c2ccccc2O)cc1 (centres undefined)	-4%	2%	3%	-11%	3.5	86	i	0.8	-1%	-0.6%	2%
CC1CCN(c2cc(N)c(Cl)cc2[N+](=O)[O-])CC1	2%	?	12%	2%	-0.9	58	i	0.6	10%	0.4%	6%
O=C(O)CN1C(=O)C2C3CC(C2C1=O)C1C(c2ccc(Cl)cc2)c2sc(=O)[nH]c2SC31 (centres undefined)	-3%	-10%	0%	-4%	-2.1	98	i	0.3	18%	23%	-5%
O=C(c1cc2sccc2n1Cc1ccc(F)cc1)N1CCCc2ccccc21	7%	6%	33%	12%	-0.7	46	i	1.3	5%	3.3%	-2%
COC(=O)[C@@H]1C[C@@]2(Br)c3ccccc3N(S(=O)(=O)c3ccccc3)[C@H]2N1C(=O)OC	.	.	.	.	2.0	107	i	1.1	6%	.	6%
CCCNC(=O)CSc1nccn1Cc1ccc(OC)cc1	-3%	24%	-4%	-4%	1.9	45	i	0.5	0%	-1.8%	0%
CC(C)Cn1cnc2c1c(=O)n(CC(=O)N(C)C)c(=O)n2Cc1ccccc1	9%	4%	5%	-7%	0.3	68	i	1.0	4%	-1.1%	11%
COCCC1CCCCN1C(=O)c1cccc(OC2CCN(C3CCCC3)CC2)c1 (centres undefined)	-4%	-2%	11%	-10%	-1.0	64	i	0.4	2%	2.1%	-2%
CCc1ccccc1NC(=O)/C(C#N)=C\c1ccc(Sc2ccccc2)o1	-3%	1%	-7%	14%	-0.3	52	i	5.3	14%	6.9%	-6%
Cc1nn(-c2ccccc2)c(Cl)c1C(=O)Nc1nnc(C2CCCCC2)s1	-4%	-8%	.	-9%	-0.3	71	i	1.0	7%	0.8%	-9%
CC1(c2nnc(-c3cccc(Cl)c3)o2)CC(c2c(Cl)cccc2Cl)=NO1 (centres undefined)	.	.	.	.	2.4	92	i	1.9	9%	.	11%
CCOC(=O)c1cc(/C(C)=N/OC(=O)c2ccc(C(C)(C)C)cc2)on1	13%	-3%	13%	-5%	0.6	45	i	0.2	7%	6.1%	-16%
O=C(C(=O)N1CCc2ccccc2C1)c1cn(CC(=O)N2CCCCC2)c2ccccc12	0%	-9%	-15%	4%	4.3	68	i	0.6	5%	0.0%	-4%
Cc1nn(C)c(C)c1/C=C/C(=O)c1cccs1	.	.	.	.	-1.1	78	i	0.8	10%	.	5%
Cc1nc(-c2ccccn2)sc1C(=O)Nc1ccc(Cl)c(Cl)c1	1%	12%	1%	-6%	19	85	i	1.4	2%	1.2%	-3%
O=C(Nc1ccccc1)C1CCN(C(=O)c2ccccc2)CC1	-4%	6%	-9%	-6%	-0.7	67	i	0.9	3%	8.2%	0%
COc1ccc(O)c(CN2CCC(n3nccc3NC(=O)C3CCCC3)CC2)c1	-1%	7%	22%	2%	0.1	75	i	1.3	8%	-3.2%	-4%
COc1ccc(C(=O)NCCc2nnc3ccc(SCC(=O)NCc4ccc(F)cc4)nn23)cc1	2%	-9%	8%	-7%	0.0	67	?	.	-1%	0.4%	-2%
Cc1cc(C)c(NC(=O)C2CCCN2CCO)c(C)c1 (centres undefined)	1%	23%	11%	2%	-3.8	70	+	3.4*	0%	2.6%	1%
CCOC(=O)C1=C(C)NC(C)=C(C(=O)OCC)C1c1cccc(C)n1	2%	20%	0%	-5%	-0.4	40	i	0.4	9%	-0.9%	2%
COc1ccc(N2CCN(C(=O)C3CCN(S(=O)(=O)c4ccc(F)cc4)CC3)CC2)cc1	2%	12%	-1%	-2%	1.5	46	i	0.1	16%	0.8%	-6%
Cc1cccc(NC(=O)CSc2nc3c(oc4ccccc43)c(=O)n2-c2ccccc2)c1	4%	22%	13%	-2%	1.6	46	i	1.1	-7%	-0.2%	-2%
CC(CC(=O)NCc1cccnc1)c1ccccc1 (centres undefined)	-7%	6%	-9%	-7%	-0.9	39	i	1.0	15%	-0.7%	-2%
CC(C)CCn1c(N2CCC(C(N)=O)CC2)nc2c1c(=O)[nH]c(=O)n2C	-2%	17%	7%	4%	3.1	52	i	1.9	12%	1.7%	-8%
Cc1c(CN(C)C(=O)c2sc3cc(Cl)ccc3c2Cl)cnn1C	0%	17%	7%	-2%	2.9	48	i	1.0	4%	-1.8%	-4%
COc1ccc(Cl)cc1C(=O)O/N=C(\N)c1ccncc1	-1%	17%	1%	-10%	0.8	43	i	0.7	6%	-0.4%	-2%
CCC(C)NC(=O)C(CCSC)NC(=O)c1ccccc1 (centres undefined)	-2%	3%	8%	-9%	1.2	47	i	0.6	11%	0.3%	-6%
O=C1CCSc2ccc(Cl)cc2N1Cc1cccc(Cl)c1	-8%	-4%	24%	-1%	4.4	62	i	0.7	3%	-0.4%	9%
CC(=O)NC1C(=O)N=C(SC(C)C(=O)Nc2cccc(Cl)c2)NC1=O (centres undefined)	4%	-14%	6%	-3%	-0.2	50	i	0.1	9%	-0.6%	-8%
CCOC(=O)C(=NC(C)CC)NNc1cccc(C(F)(F)F)c1 (centres undefined)	0%	20%	7%	-3%	2.3	49	i	0.6	8%	-3.0%	17%
Cc1ccc2nc(-c3ccccn3)cc(C(=O)Nc3ccc(S(=O)(=O)N4CCOCC4)cc3)c2c1	1%	2%	6%	8%	2.7	89	i	0.9	2%	0.9%	-7%
Cc1nc(/C=C\C(=O)O)c2cc(C)oc2n1	4%	-12%	10%	-20%	-0.2	35	i	0.3	0%	-0.4%	4%
CCn1nc(C)c(C(=O)Nc2cc(Oc3cc(C)cc(C)c3)cc([N+](=O)[O-])c2)c1C	-1%	-2%	-5%	2%	35	79	i	8.1	5%	-2.1%	3%
O=C(C1CCC1)N1CCN(S(=O)(=O)c2ccc(F)cc2)CC1	.	.	.	.	-0.3	52	i	0.2	-11%	.	5%
COc1ccc(NC(=O)CN2CCOCC2)cc1	6%	9%	1%	2%	2.7	80	i	0.0	23%	1.5%	7%
Cc1cccc(C(=O)NNC(=O)CSc2nnc(C3CC3)n2C)c1	-2%	-1%	1%	-3%	-0.4	59	?	.	1%	-0.2%	3%
CN1C(=O)/C(=C2/C=CC=CN2C)OC1=S	3%	6%	15%	6%	-1.2	81	i	1.5	6%	1.3%	-13%
COc1ccc(CCC(=O)NCc2cn3ccccc3n2)cc1	-9%	1%	-8%	-7%	0.8	58	i	0.2	6%	-1.1%	0%
c1ccc(-n2nnc3ccccc32)nc1	-3%	-7%	5%	-7%	-1.0	47	i	0.8	12%	1.3%	10%
COc1cccc2cc(C(C)N(CCCN3CCOCC3)C(=S)Nc3cc(C)cc(C)c3)oc12 (centres undefined)	5%	-3%	4%	-3%	2.2	70	i	0.3	5%	-1.4%	-6%
COc1cccc(CC(NC(C)=O)C(=O)NC2CCN(c3nc(C)cc(C)c3C#N)CC2)c1 (centres undefined)	3%	-12%	29%	-4%	-0.3	85	i	1.2	3%	0.7%	0%
c1ccc(CSc2ncn[nH]2)nc1	19%	15%	2%	-6%	1.3	51	i	0.6	8%	1.8%	7%
CCOc1ccc(C2C(C(=O)c3ccco3)=C(O)C(=O)N2Cc2cccnc2)cc1 (centres undefined)	3%	4%	9%	5%	0.6	92	i	0.1	4%	0.5%	-7%
Cc1nc2ccc(F)cc2cc1C(=O)Nc1cccc(Cl)c1C	0%	9%	-8%	-11%	-0.4	27	i	0.2	-2%	-0.3%	-10%
O=C(NCCc1nc2ccccc2[nH]1)c1cccc(Br)c1	1%	-17%	-17%	8%	-0.3	76	i	0.2	10%	-1.6%	5%
CC1CCCC(C)N1CCCNC(=O)c1cc2c(s1)-c1ccccc1OC2 (centres undefined)	-2%	15%	6%	-44%	0.3	40	i	2.1	17%	-1.8%	-10%
CCOC(=O)C(NC(=O)c1cccnc1)(Nc1cccc(C)n1)C(F)(F)F (centres undefined)	2%	-4%	-6%	-8%	0.4	75	i	0.4	8%	0.5%	16%
COCc1cc(C)nc(SCc2ccc(F)cc2)c1C#N	-7%	4%	4%	-5%	2.8	76	i	0.5	8%	-0.9%	10%
Cc1ccsc1CN(C)C(=O)c1ccc(Oc2ccccc2)cc1	7%	-1%	-4%	-5%	3.5	51	i	1.9	-3%	0.1%	5%
Nc1nc(SCC(=O)O)[nH]c(=O)c1NC(=O)c1ccccc1F	5%	5%	6%	-9%	-0.2	95	i	0.1	6%	0.4%	-4%
